WT yeast gro inh: growth inhibition of WT yeast, mitochondrial fusion screen. mitochondrial fusion phenotypic screen, WT strain. AID 1362. 190,000 compounds, 2.1% hits. inhibition, % at 10 µM; in the data active = inhibition above about 58%; tested in S. cerevisiae
Yfh1-depleted yeast: mitochondrial function rescue without frataxin homolog – Friedreich's ataxia, plus single-dose screen, dose response (AID 1465) | S. cerevisiae Yfh1-off respiration, WST-1 reduction, 72 h; higher fold induction means a stronger effect | 220,000 compounds, 0.074% hits | one-dose fold induction at 50 µM; EC50 in µM for titrated hits;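 active = fold induction of absorbance versus untreated yeast above a set limit, then at least 30% activation at any dose in follow-up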;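 also: activators that raise dye reduction in frataxin-depleted yeast; strong numbers were not always called active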
Insulin prom up: MIN6 insulin promoter up-regulation | AID 1625 | z-score at 5 µM | 190,000 compounds, 0.3% hits | MIN6 insulin promoter-GFP reporter, high-content imaging; hits give high values;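 active = z-score above 3 at 5 µM with at least 500 cells counted in the well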
b-catenin transl: alters nuclear translocation of beta-catenin in HeLa cells | nuclear translocation activity, % at 5 µM | 190,000 compounds, 0.3% hits | immunofluorescence imaging | AID 1665;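 active = nuclear translocation activity above 50% at 5 µM, with a well cell count of 50 or more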;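 also: per-cell ratio of nuclear to cytoplasmic median beta-catenin stain intensity; plate controls were DMSO negative control for no effect and GSK-3 inhibitor IX positive control for full effect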
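System: Human HeLa cells, endogenous beta-catenin | Compound dosing: 5 µM primary, 0.02–20 µM confirmation | Timing: 24 h compound exposure at 37°C, 5% CO2 | Measured by: Fluorescence imaging of beta-catenin antibody stain plus DAPI | Read-out basis: % activation of per-cell nuclear versus cytoplasmic median beta-catenin signal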
HEK293 NOD2/NF-kB: NOD2 signaling inhibitors, cell-based, luminescence, uHTS, HEK293 (AID 1566); inhibition, % at 4 µM; hits with a dose series show EC50 in µM; 290,000 compounds, 0.63% hits; HEK293 NOD2/NF-kB luciferase reporter, luminescence; higher % means a stronger effect; in the data active = inhibition above about 50%; also: many of its hits are not listed in these tables
Autophagy HCS: modulators of autophagy; MEF GFP-LC3 puncta imaging; test concentration mostly 10 µM; calls only at 10 µM (by protocol); 190,000 compounds, 0.98% hits;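 active = percentage of spot-positive cells more than 3 SD above its plate mean, without a fluorescence outlier flag or 80% toxicity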;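 also: spot-positive cell cutoff set from DMSO-treated cells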
Dynein transport: dynein cargo transport inhibition. 3617.4 mouse cells, GR-EGFP nuclear translocation imaging; test concentration mostly 20 µM; stimulated with dexamethasone, 1 µM; hits give low values. AID 1381. z-score, hits read low. 220,000 compounds, 0.47% hits;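 active = plate z-score of nuclear minus cytoplasmic receptor signal below a set negative limit, without overly bright fluorescence or cell loss, cut at about -3.5 in these data, passing the limit was not always enough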;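 also: z-score of nuclear minus cytoplasmic ring GR-EGFP intensity difference per well; some compounds called inactive have numbers as strong as hits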
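Buffer or medium – tet-free medium with charcoal-stripped serum · Signal – automated 10x imaging of fixed Hoechst-stained cells · Also added – dexamethasone agonist, 1.0 µM final, for 30 min · Incubation – induction 48 h, compound 1 h, agonist 30 min · Read-out – GR-EGFP nuclear translocation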
MT stabilize HCS: microtubule stabilizers in HeLa cells | % tubulin-high responders, % at 10 µM | AID 2205 | HeLa tubulin immunostaining HCS, 24 h; share of cells brighter than vehicle mean+2SD | 200,000 compounds, 0.83% hits;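 active = plate Z-score above 3 for both tubulin-high and condensed-nucleus cell shares, with cell loss under 80%, at 10 µM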;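 also: anti alpha tubulin signal scored within the nucleus-defined area of each cell; some results filed as inactive read as strong as hits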
Hep lipid drop: hepatic lipid droplet formation modulation; AML12 mouse hepatocytes, oleate lipid droplets, BODIPY imaging; inhibition, % at 6.5 µM; 240,000 compounds, 0.4% hits;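 active = lipid droplet intensity inhibited by at least 50%, with more than 500 cells counted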
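Test system: AML12 hepatocytes (mouse); reagent: oleate loading, 100 µM; dosing: one dose, 6.5 µM compound; incubation: overnight exposure; signal: fluorescence imaging, 20x objective, two fields per well; read-out basis: % inhibition of corrected integrated BODIPY droplet signal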
WT yeast gro inh mutant strain: recorded beside WT yeast gro inh, whose call it bears; inhibition, %; mitochondrial fusion phenotypic screen, mutant strain inhibition
Dynein transport cytoplasmic EGFP: also measured in Dynein transport; calls as there; z-score; measured here: cytoplasmic GR-EGFP intensity; hits give high values
Dynein transport nuclear GR-EGFP: also measured in Dynein transport; calls as there; z-score; measured here: nuclear GR-EGFP intensity;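 lower value marks the stronger effect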
Dynein transport cell count: also measured in Dynein transport; calls as there; z-score; measured here: cell count per field
Insulin prom up cell count: second read-out of Insulin prom up, no call of its own (marks repeat the call); cell count; measured here: cytotoxicity, nuclei count;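 total cells summed across four imaged fields per well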
Hep lipid drop cells 6.5 µM: also measured in Hep lipid drop; calls as there; cell count; measured here: cell count, cytotoxicity flag;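 cells counted across two imaged fields per well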
b-catenin transl cell count 5 µM: recorded beside b-catenin transl, whose call it bears; cell count; measured here: cell count, cytotoxicity flag
MT stabilize HCS Hoechst-high %: further read-out of MT stabilize HCS, marked with its call; % Hoechst-high responders; measured here: nuclear condensation Hoechst responders;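 share of cells brighter than vehicle mean plus two SD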
MT stabilize HCS cytotoxicity %: also measured in MT stabilize HCS; calls as there; toxicity, %; measured here: cytotoxicity by cell density;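 0% = mean cell density of plate MIN control wells and 100% = no cells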
Autophagy HCS cell loss 18 h: recorded beside Autophagy HCS, whose call it bears; toxicity, %; measured here: cell loss, nuclei count;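 cell loss after 18 h compound exposure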
* marks the source's active call; other numbers are inactive results; i = inactive; · = not tested or not shown. Only part of the results is shown. The share of hits here may be higher or lower than overall.

SMILES	WT yeast gro inh	WT yeast gro inh mutant strain	Yfh1-depleted yeast	Insulin prom up	Insulin prom up cell count	b-catenin transl	b-catenin transl cell count 5 µM	HEK293 NOD2/NF-kB	Autophagy HCS	Autophagy HCS cell loss 18 h	Dynein transport	Dynein transport cytoplasmic EGFP	Dynein transport nuclear GR-EGFP	Dynein transport cell count	MT stabilize HCS	MT stabilize HCS Hoechst-high %	MT stabilize HCS cytotoxicity %	Hep lipid drop	Hep lipid drop cells 6.5 µM
COc1ccc(C(C)=O)cc1CSc1nnc(Nc2ccccc2)s1	-7	27	i	0.34	1290	·	·	29%	i	3	0.017	-0.3	-0.33	0.4	2.8	3.0	9.2	27	658
CC1(C)CC2CC(C)(CN2C(=O)COC(=O)c2cc(Cl)cc(Cl)c2N)C1 (stereo not drawn)	29	19	i	-0.96	870	·	·	4%	i	35	-0.75	-0.029	-0.22	0.76	1.4	1.7	6.3	·	·
O=C(Nc1ccccc1)c1c(F)c(F)c(F)c(F)c1F	6	21	i	-0.33	925	-1.0	1207	16%	i	-2	0.64	0.41	0.28	0.3	2.5	2.8	7.1	12	782
COC(=O)c1cc2c(ccn2C)n1C	-3	-12	i	-0.25	1579	0.3	987	-8%	i	-14	-0.82	-0.37	-0.22	0.84	2.6	1.1	4.4	3	719
CCOc1cc(CN2CCN(C(=O)c3ccco3)CC2)ccc1OC	5	20	i	0.65	1439	-0.6	993	-6%	i	3	1.2	-0.087	1.2	-0.059	3.9	1.2	11	1	655
Cc1cc(C)c(NC(=O)c2ccc(CNS(=O)(=O)c3cc(C(F)(F)F)ccc3Cl)cc2)c(C)c1	7	9	i	-0.57	1077	-0.9	1117	-144%	i	38	0.33	-0.19	0.18	0.044	3.3	1.9	1.7	-1	671
Cc1cc(C)c(S(=O)(=O)Nc2cccnc2)c(C)c1	-11	-30	i	0.69	1213	·	·	5%	i	-3	-0.35	-0.023	0.093	0.59	2.0	2.9	2.3	-2	669
CCCC1=[N+](CC)CCn2c(C)ccc21	11	24	i	-0.54	1805	-2.7	1200	-2%	i	0	-0.74	-0.19	-0.58	0.69	1.1	2.1	8.8	-7	716
C(=C\c1cccc2ccccc12)/c1nnc(-c2cccs2)o1	57	19	i	0.98	1712	1.6	1352	-15%	i	7	-0.5	-0.22	0.35	1.4	4.0	2.2	9.7	·	·
O=C(c1cc2cc(Cl)ccc2oc1=O)N1CCOCC1	14	8	i	-0.47	1254	0.5	999	5%	i	-1	-0.61	-0.24	-0.67	0.42	4.6	1.7	1.4	-2	758
O=S(=O)(/N=C(/Nc1ccc(Cl)c(S(=O)(=O)Nc2ccccc2Cl)c1)c1ccc(F)cc1)c1ccccc1	9	5	i	0.52	1480	-1.0	1529	18%	i	18	-0.26	-0.13	0.092	0.29	2.7	2.1	5.8	·	·
O=C(O)c1cc([N+](=O)[O-])c(NCCC2=CCCCC2)c([N+](=O)[O-])c1	27	0	i	·	·	·	·	-1%	i	2	3.7	-0.12	1.2	-1.5	4.9	1.4	15	-3	704
Cc1nn(C)c(Cl)c1C(=O)NCC(=O)NCc1ccccc1	-9	21	i	0.5	1165	1.9	1028	8%	i	-5	-0.52	-0.32	-0.11	-0.023	3.3	1.8	3.1	·	·
O=S(=O)(c1ccc(Cl)cc1)n1ccc2cccnc21	-7	-11	i	0.04	1204	-2.4	1254	0%	i	-2	-0.39	-0.19	-0.47	0.49	1.0	1.9	6.4	-1	730
O=S(=O)(c1ccccc1)N(Cc1ccccc1)c1ccccn1	15	24	i	-0.34	857	-6.9	1250	16%	i	4	0.67	0.046	0.4	-0.18	1.0	0.9	7.0	-3	810
Cc1ccc(S(=O)(=O)N(CC(=O)NCCC2=CCCCC2)Cc2ccccc2)cc1	8	4	i	-0.83	1254	-1.5	1419	-8%	i	1	-0.52	-0.2	-0.37	0.66	0.8	0.9	7.5	·	·
O=C(OCc1ccccc1)C1=[N+]([O-])OC(C(=O)OCc2ccccc2)C1c1c[nH]c2ccccc12 (stereo not drawn)	13	9	i	-0.33	830	·	·	0%	i	-36	-2.4	-0.13	-1.5	0.98	3.7	2.1	7.2	0	827
Clc1ccc(-c2c[n+](Cc3ccc(Cl)c(Cl)c3)c3n2CCC3)cc1	13	-1	i	-1.2	1322	-3.1	1092	13%	i	-3	0.00077	-0.23	-0.099	-0.33	4.9	2.0	7.1	27	542
COc1ccc(CN2C(=O)c3c(c(C)n(C)c3C)C2C(=O)NC2CCC(C)CC2)cc1 (stereo not drawn)	3	0	i	·	·	-1.4	1063	3%	i	-53	1.4	0.013	0.95	-1.1	2.3	1.5	9.3	19	716
COc1ccccc1-n1c(=S)[nH]c2c(sc(=S)n2-c2ccc(C)cc2C)c1=O	-7	-5	i	0.58	1211	-1.6	1120	-14%	i	37	0.23	-0.27	0.11	-0.14	2.3	1.9	6.7	22	764
COc1ccc(S(=O)(=O)N(CC(=O)Nc2ccc3c(c2)OCO3)c2ccccc2OC)cc1	14	0	i	0.39	1216	2.1	1096	-1%	i	12	1.4	-0.12	1.2	-1.3	7.1	5.0	5.4	·	·
CS(=O)(=O)NN1C(=O)c2ccccc2NC1c1ccccc1 (stereo not drawn)	-9	1	i	-0.19	1088	1.3	1110	12%	i	14	-0.58	-0.29	-0.29	0.59	2.0	1.5	3.6	-4	704
O=[N+]([O-])c1ccc(Cl)cc1Sc1cccc2cccnc12	-17	-12	i	0.39	1281	-6.5	589	1%	i	4	0.084	0.66	0.67	-0.84	4.4	2.5	5.2	-6	761
Cc1nnc(NC(=O)C2CCCO2)s1 (stereo not drawn)	-2	-11	i	0.2	1151	2.7	968	12%	i	8	1.9	-0.2	1.9	-1.3	2.6	2.4	6.9	-11	721
O=C(Nc1ccc(S(=O)(=O)Nc2ncccn2)cc1)c1ccc(S(=O)(=O)N2CCCC2)cc1	5	4	i	2	1116	-3.9	1038	-5%	i	9	1.6	-0.14	1.1	-0.82	6.8	6.1	1.8	34	705
CCOC(=O)CCC(=O)c1c(C)oc2ccc(OC)cc12	-3	-3	i	-0.85	1248	·	·	12%	i	-1	1.1	-0.24	0.44	0.25	2.2	1.3	3.5	0	700
O=C(/C=C/c1ccc(Cl)cc1Cl)c1nc2ccccc2[nH]1	6	45	i	0.7	1598	0.3	1415	-1%	i	4	-1	-0.15	0.055	1.2	3.0	2.1	0.7	·	·
CCOC(=O)c1[nH]c(=O)[nH]c1CSc1ccccn1	-11	-4	i	-0.09	1321	-2.8	1182	4%	i	16	-0.66	-0.27	-0.013	0.28	1.7	1.6	15	4	747
Cc1ccc(Nc2nnc(C3C(=O)N(C)C4(C)CC3c3cc(Br)ccc3O4)s2)cc1 (stereo not drawn)	55	-3	i	-0.84	1300	-1.6	497	-2%	i	-17	0.65	-0.26	0.57	0.18	4.0	5.0	11	-3	629
O=C(c1cccc([N+](=O)[O-])c1)c1ccc2c(c1)OCCOCCOCCOCCO2	·	·	i	-0.42	1175	0.6	1295	9%	·	·	0.57	-0.061	0.22	0.19	·	·	·	2	750
COc1ccc(S(=O)(=O)Oc2ccc3c(c2)O/C(=C\c2cccnc2)C3=O)cc1	9	21	i	-1.2	901	·	·	32%	i	4	1.3	-0.27	0.34	-0.46	2.0	1.7	8.2	5	789
CC(=O)Nc1cccc(OCCCNC(=O)c2cccc3ccccc23)c1	·	·	i	0.85	1097	1.0	1268	-18%	·	·	2.1	-0.16	1.2	-1.5	·	·	·	6	703
COC(=O)c1ccc(CSc2nc(-c3ccco3)cc(C(F)(F)F)n2)o1	3	22	i	0.72	1339	0.4	1073	1%	i	9	-0.55	-0.18	-0.18	-0.55	2.6	2.6	2.2	-22	717
Cc1cc(C)cc(NC(=O)NC2CCN(CC(=O)Nc3cccc(Cl)c3C)CC2)c1	·	·	i	-0.08	900	1.1	1353	17%	·	·	2.4	-0.06	2.3	-2.6	·	·	·	-3	684
CN1CCN(Cc2nc3c(c(=O)[nH]c(=O)n3C)n2Cc2c(F)cccc2Cl)CC1	·	·	i	-0.51	1480	-0.9	1033	-1%	·	·	·	·	·	·	·	·	·	-19	681
